FEN1 inhibitor = human FEN1 inhibition; P39748; Recombinant FEN1 flap cleavage, fluorescence, 15 min; Potency, µM (titrated, usually from 114 µM), inactives show at the highest dose activity change, negative = inhibition, usual class: inhibitors; 390,000 tested, 0.35% active; further: nearly all actives have a fitted effect of over 65% in size
Target sequence (P39748 whole entry, looked up): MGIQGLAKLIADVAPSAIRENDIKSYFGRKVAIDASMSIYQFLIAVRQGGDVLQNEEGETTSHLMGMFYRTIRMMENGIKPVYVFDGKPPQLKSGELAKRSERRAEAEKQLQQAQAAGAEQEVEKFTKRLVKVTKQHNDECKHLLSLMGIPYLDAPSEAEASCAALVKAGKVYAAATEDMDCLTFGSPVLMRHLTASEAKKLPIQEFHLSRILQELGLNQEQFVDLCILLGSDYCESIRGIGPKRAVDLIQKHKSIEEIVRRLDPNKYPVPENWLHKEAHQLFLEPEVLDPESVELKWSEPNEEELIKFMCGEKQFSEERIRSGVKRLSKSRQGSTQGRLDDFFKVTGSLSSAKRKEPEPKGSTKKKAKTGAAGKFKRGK
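FEN1 at 10 nM, compound pretreatment for 15 min (room temperature), 50 nM final substrate to initiate; endpoint reads at 0 and 15 min; DMSO-only plates used as vehicle background.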
N370S GC mod = inhibits or activates N370S mutant glucocerebrosidase; P04062; N370S GC spleen homogenate, 4MU-glucoside fluorescence; Potency, µM (top dose mostly 59.4 µM), for the others: at the highest dose activity change, negative = inhibition, most hits filed as inhibitors; 330,000 tested, 0.092% active; AID 2101;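 further: 0% = full enzyme activity and -100% = no enzyme basal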
TDP1 inh = inhibitors of human tyrosyl-DNA phosphodiesterase TDP1; Potency, µM (doses to about 130 µM), for the others: at the highest dose activity change, negative = inhibition, usual class: inhibitors; AID 485290; recombinant TDP1, AlphaScreen DNA substrate cleavage; 350,000 tested, 0.28% active; further: nearly all actives have a fitted effect of over 40% in size
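Enzyme-compound mixtures sat 15 min at room temperature, followed by a 5 min reaction with 15 nM final substrate and 10 min with AlphaScreen beads. Recombinant human Tdp1 was used at 1 nM final.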
* = called active by the depositor; ? = inconclusive; . = no result given; & = joins results of further samples. The call rests on the fitted dose curve; in most records, active means well fitted curve in the direction sought with a large enough effect; inconclusive means small, poorly fitted or top-dose-only effect, or another doubt; inactive means no such curve, though single readings can be large; an effect the other way counts as inactive or inconclusive. Unless noted, on the % scale 0 is the no-effect control and ±100 the full control effect; potency means the concentration at half of the fitted maximal effect.

SMILES	FEN1 inhibitor	N370S GC mod	TDP1 inh
O=C(NN=Cc1ccccc1C(=O)O)c1cccc(S(=O)(=O)Nc2cccc(C(F)(F)F)c2)c1	-15%	.	4%
CC(=O)Nc1ccc(NC(=O)C(C)OC(=O)c2oc3ccccc3c2C)cc1 (stereo not given)	-2%	1%	.
Cc1ccc(C)c(C(=O)CSc2nc3cc(C(=O)NC4CCCC4)ccc3c(=O)n2CC2CCCO2)c1 (stereo not given)	-3%	.	5%
O=C(NCCCn1ccnc1)C(=O)Nc1ccccc1	1%	2%	5%
Clc1ccc(C2[C@H]3CN(CC4CCCCC4)[C@H](c4ccccc4)C34CC2(c2cccnc2)C4)cn1 (stereo not given in full)	-19%	-6%&-22%	10%&4%
COCCCN1C(=O)C2C(C(=O)Nc3cc(C)cc(C)c3)C3C=CC2(O3)C1C(=O)NC1CCCCC1 (stereo not given)	-5%	3%	1%
COc1ccc(CNc2ccc(Cl)cc2)cc1Cn1ccnc1	-4%	-18%	.
O=C(NCC1CCCO1)c1ccc(NC(=O)C2CC=CCC2C(=O)O)cc1 (stereo not given)	0%	9%	2%
Fc1ccccc1/C=N/n1cc(-c2ccccc2)[nH]c1=S	-17%	3%	8%
Cc1cc(C)cc(OCC(=O)Nc2ccccc2N2CCCCC2)c1	-13%	7%	-2%
O=C(CSc1ccc2c(c1)OCCO2)Nc1ccc(N2CCOCC2)cc1	-3%	-2%	5%
CCCCC[C@H](O)/C=C/[C@@H]1[C@@H](C/C=C\CCCC(=O)O)[C@@H](O)C[C@@H]1O	.	4%&8%	10%&6%
O=C(Nc1cccnc1)c1ccc([N+](=O)[O-])o1	-3%	-13%	.
COc1cc2cc[n+](Cc3ccc([N+](=O)[O-])cc3)cc2cc1OC	-6%	0%	.
COC(=O)[C@]1(Cc2ccccc2)N[C@H](CN(C)S(=O)(=O)c2ccc(OC(F)(F)F)cc2)[C@@H]2C(=O)N(Cc3ccccc3)C(=O)[C@@H]21	-2%	.	1%
COc1cc([C@@H]2CC=C(C(=O)O)[C@H](c3ccc(Cl)cc3)N2S(=O)(=O)c2ccc(C)cc2)cc(OC)c1OC	15%	7%	2%
CCCCCCCC1=CC2=C(Cl)C(=O)C(C)(OC(C)=O)C(=O)C2=CO1 (stereo not given)	.	12%	-2%
O=C(COC(=O)/C=C/c1ccc(C(F)(F)F)cc1)Nc1ccc2[nH]c(=O)[nH]c2c1	12%	-4%	3%
O=C(c1ccncc1)N1CCN(S(=O)(=O)c2ccc3ccccc3c2)CC1	17%	-4%	.
O=C(O)CC(NC(=O)C12CC3CC(CC(C3)C1)C2)c1ccc(Cl)cc1 (stereo not given)	18%	-6%	.
COc1cc(C(=O)Nc2c(C(=O)N3CCOCC3)oc3ccccc23)cc(OC)c1OC	-1%	2%	3%
COc1cccc(C(=O)Nc2cnn(C(C)C)c2)c1	1%	-5%	5%
CCOC(=O)C1=NN(c2ccccc2)C2(S1)SC(C(C)=O)=C(C)N2c1ccccc1 (stereo not given)	-22%	-3%	9%
COc1ccc(/C=N/Nc2nonc2N)cc1	-22%	-4%	0%
CC1=C(C(=O)Nc2ccccc2)C(c2ccco2)C(C#N)=C(SCc2ccccc2)N1 (stereo not given)	.	13%	5%
COc1ccc(C(=O)O/N=C(\N)c2ccccn2)cc1	0%	-2%	.
CN1CCN(C2CC(=O)N(CCc3ccccc3)C2=O)CC1 (stereo not given)	-9%	-24%	.
CCn1nc(NC(=O)c2cccs2)c2cc3ccccc3nc21	?	-2%	.
O=C(CSc1nc2ccccc2s1)NC1CCCC1	-3%	3%	1%
Cc1ccc2c(O)c(C)c(=O)[nH]c2n1	1%	13%	0%
CC(=O)Nc1ccc(S(=O)(=O)NNC(=O)c2cccc3ccccc23)cc1	2%	-2%	3%
Cc1ccc(C(=O)N2CCCC2)cc1S(=O)(=O)N1CCCCC1	7%	-13%	5%
N#CC1=C(N)NC(SCc2ccc(Br)cc2)=C(C#N)C12CCCCC2	0%	4%	5%
C/C=C/c1ccc(OCC(O)CNCCc2ccc(OC)cc2)c(OC)c1 (stereo not given)	13%	-16%	.
CC(C)Oc1ccc(C(=O)Nc2ncn[nH]2)cc1	1%	1%	3%
CS(=O)(=O)N1CCC(C(=O)N2CCN(c3cccc(Cl)c3)CC2)CC1	3%	-4%	0%
COc1ccc2nc(N3CCOCC3)cc(C)c2c1	-10%	?	6%
Cc1cc(C(=O)N2CCCC(N3CCN(c4cccc(C(F)(F)F)c4)CC3)C2)n[nH]1 (stereo not given)	-4%	-2%	6%
Cc1cc2nc(-c3ccc(Cl)cc3)cc(C(F)(F)F)n2n1	26%	.	2%
Cc1cc2cc(CNC(=O)c3ccc4c(c3)OCO4)ccc2n1C	-15%	4%	6%
CC1(C)Oc2ccc3ccc(=O)oc3c2/C(=C/NC2CCCCC2)C1=O	-23%	29%	8%
Cc1c(-c2ccccc2)nc2ccccc2c1C(=O)Oc1ccc([N+](=O)[O-])cc1	0%	?	-2%
O=C(CCC(=O)c1ccc(F)cc1)Nc1cccc(C(F)(F)F)c1	-10%	-8%	-1%
O=C(OCC(=O)N1CCCC1)c1ccccc1C(=O)c1ccccc1	22%	.	0%
C=CCn1c(COc2ccc(Cl)cc2)nnc1SCC(=O)N/N=C/c1ccccc1	-12%	-16%	6%
CNC(=S)Nc1cccc(C(=O)O)c1	1%	9%	5%
CC1Cc2ccccc2N1C(=O)CCNS(=O)(=O)c1ccc2c(c1)CCC(=O)N2 (stereo not given)	-2%	0%	4%
COc1ccccc1OCC(=O)Nc1cccc(-c2nc3ccccc3o2)c1	-2%	?	5%
O=C(NC1CCCCCCC1)c1cc([N+](=O)[O-])ccc1Cl	22%	-1%	.
COc1ccc(CNC(=O)C2CCC(=O)N(CC3CCCCC3)C2)cc1 (stereo not given)	-9%	-1%	2%
Cc1cccc(N(C)C(=O)Cn2c(=O)oc3cc(S(=O)(=O)N4CCCCC4)ccc32)c1	4%	.	2%
CCOC(=O)c1[nH]c2ccccc2c1NC(=O)NC1CCCCC1	-1%	-11%	5%
Cn1c(=O)c2ncn(CC(=O)Nc3cc(C(F)(F)F)ccc3N3CCOCC3)c2n(C)c1=O	-4%	2%	0%
CCN1CCN(C(=O)CN2C(=O)COc3ccc(S(=O)(=O)N4CCOCC4)cc32)CC1	-2%	-8%	0%
COc1ccc(NC(=O)c2noc3c2CCCC3)cc1Cl	19%	.	-1%
O=C(CCC(=O)N1CCN(S(=O)(=O)c2ccccc2)CC1)c1cccs1	0%	2%	7%
CC(C)CN(C(=O)CC1CCCC1)c1c(N)n(Cc2ccccc2)c(=O)[nH]c1=O	2%	-4%	.

Of the compounds above, ten have a Cl atom:
SMILES	FEN1 inhibitor	N370S GC mod	TDP1 inh
Clc1ccc(C2[C@H]3CN(CC4CCCCC4)[C@H](c4ccccc4)C34CC2(c2cccnc2)C4)cn1 (stereo not given in full)	-19%	-6%&-22%	10%&4%
COc1ccc(CNc2ccc(Cl)cc2)cc1Cn1ccnc1	-4%	-18%	.
COc1cc([C@@H]2CC=C(C(=O)O)[C@H](c3ccc(Cl)cc3)N2S(=O)(=O)c2ccc(C)cc2)cc(OC)c1OC	15%	7%	2%
CCCCCCCC1=CC2=C(Cl)C(=O)C(C)(OC(C)=O)C(=O)C2=CO1 (stereo not given)	.	12%	-2%
O=C(O)CC(NC(=O)C12CC3CC(CC(C3)C1)C2)c1ccc(Cl)cc1 (stereo not given)	18%	-6%	.
CS(=O)(=O)N1CCC(C(=O)N2CCN(c3cccc(Cl)c3)CC2)CC1	3%	-4%	0%
Cc1cc2nc(-c3ccc(Cl)cc3)cc(C(F)(F)F)n2n1	26%	.	2%
C=CCn1c(COc2ccc(Cl)cc2)nnc1SCC(=O)N/N=C/c1ccccc1	-12%	-16%	6%
O=C(NC1CCCCCCC1)c1cc([N+](=O)[O-])ccc1Cl	22%	-1%	.
COc1ccc(NC(=O)c2noc3c2CCCC3)cc1Cl	19%	.	-1%

Compounds listed so far containing two or more sulfur atoms (three):
SMILES	FEN1 inhibitor	N370S GC mod	TDP1 inh
CCOC(=O)C1=NN(c2ccccc2)C2(S1)SC(C(C)=O)=C(C)N2c1ccccc1 (stereo not given)	-22%	-3%	9%
O=C(CSc1nc2ccccc2s1)NC1CCCC1	-3%	3%	1%
O=C(CCC(=O)N1CCN(S(=O)(=O)c2ccccc2)CC1)c1cccs1	0%	2%	7%

Bioassay records: PubChem BioAssay, National Center for Advancing Translational Sciences (NCATS)
